# From PubChem
# TDP1 cell CPT: qHTS for Inhibitors of human tyrosyl-DNA phosphodiesterase 1 (TDP1): qHTS in cells in presence of CPT; chicken DT40 Tdp1-/-;hTDP1 cells + 20 nM CPT, ATP luminescence, 48 h; Potency, µM (doses to about 46.2 µM), for inactives: at the highest dose activity change, negative = growth inhibition, usual class: inhibitors; 420,000 compounds, 12% hits; further: nearly all actives have a fitted effect of over 55% in size
#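 Chicken DT40 Tdp1-/- cells complemented with human TDP1, 400 cells/well, exposed to compounds plus 20 nM camptothecin for at least 48 h at 37 C; viability read as ATP content by CellTiter-Glo luminescence.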
# TDP1 cell noCPT: qHTS for Inhibitors of human tyrosyl-DNA phosphodiesterase 1 (TDP1): qHTS in cells in absence of CPT; DT40 Tdp1-/- hTDP1 cells, no CPT, ATP luminescence, 48 h; AID 686978, 2013; Potency, µM (series often up to 46.2 µM), for inactives: at the top dose activity change, negative = growth inhibition, usual class: inhibitors; 420,000 compounds, 15% hits; further: nearly all actives have a fitted effect of over 55% in size
#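 Camptothecin absent (DMSO only). Human TDP1-complemented DT40 knockout cells, 400 cells/well, 37 °C for minimum 48 hr; ATP measured via CellTiter-Glo, 30 min dark incubation, luminescence.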
# GCN5L2 inh: qHTS Assay for Inhibitors of GCN5L2; GCN5L2 HAT assay, ThioGlo1 CoA-SH fluorescence; Histone acetyltransferase KAT2A (Homo sapiens), Q92830; 390,000 compounds, 0.21% hits; Potency, µM (highest dose often 58.9 µM), for inactives: top-dose activity change, negative = inhibition, actives largely listed as inhibitors
# Target sequence (Q92830 whole entry, looked up): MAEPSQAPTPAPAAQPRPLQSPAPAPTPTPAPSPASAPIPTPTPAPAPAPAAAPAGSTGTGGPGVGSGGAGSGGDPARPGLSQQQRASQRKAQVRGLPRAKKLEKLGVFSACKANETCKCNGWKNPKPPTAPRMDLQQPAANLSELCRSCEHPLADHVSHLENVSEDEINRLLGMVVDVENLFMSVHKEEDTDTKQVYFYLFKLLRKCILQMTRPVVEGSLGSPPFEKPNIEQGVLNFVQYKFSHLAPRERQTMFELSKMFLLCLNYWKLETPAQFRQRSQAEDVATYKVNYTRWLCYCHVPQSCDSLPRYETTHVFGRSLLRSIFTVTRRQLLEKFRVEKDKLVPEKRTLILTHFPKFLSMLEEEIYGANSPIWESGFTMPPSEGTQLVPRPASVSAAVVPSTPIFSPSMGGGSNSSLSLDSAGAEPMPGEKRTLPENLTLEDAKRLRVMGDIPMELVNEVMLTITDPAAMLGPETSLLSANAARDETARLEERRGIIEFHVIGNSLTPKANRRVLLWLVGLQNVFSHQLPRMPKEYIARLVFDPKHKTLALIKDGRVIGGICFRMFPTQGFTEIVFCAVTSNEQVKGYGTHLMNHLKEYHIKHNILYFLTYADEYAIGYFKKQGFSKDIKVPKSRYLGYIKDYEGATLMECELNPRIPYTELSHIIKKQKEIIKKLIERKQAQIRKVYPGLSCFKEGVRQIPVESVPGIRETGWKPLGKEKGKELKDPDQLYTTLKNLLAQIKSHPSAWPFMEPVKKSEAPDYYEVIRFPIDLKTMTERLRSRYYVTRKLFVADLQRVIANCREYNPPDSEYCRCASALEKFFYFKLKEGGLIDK
#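 GCN5L2 (20nM final) in 50mM HEPES, 0.1mM EDTA pH 7.5, 0.01% Tween-20 was preincubated 15 min at room temperature with compound, then given ThioGlo1 (50uM), H3(1-25) peptide (75uM) and acetyl-CoA (70uM); CoA-thiol fluorescence (Ex340/Em540) was read at 0 and 20 min.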
# Active calls of the source: *; ? = inconclusive; / = not tested or not shown; & = joins results of further samples; [ ] = another dose, or the depositor's remark. The call rests on the fitted dose curve; in most records, active means well fitted curve in the direction sought with a large enough effect; inconclusive means small, poorly fitted or top-dose-only effect, or another doubt; inactive means no such curve, though single readings can be large; an effect the other way counts as inactive or inconclusive. On the % scale 0 is the no-effect control and ±100 the full control effect; potency means the concentration at half of the fitted maximal effect.
SMILES,TDP1 cell CPT,TDP1 cell noCPT,GCN5L2 inh
CC(=O)N1CC=C2C(C#N)=C(N)C(C#N)(C#N)C(C)C2C1 (centres undefined),-20%,0%,-3%
CCCN1CCN(C(=O)CCCNC(=O)Cn2cnc3sc(C)c(C)c3c2=O)CC1,?,1%,2%
Cc1ccc(NC(=O)C(CC(C)C)N2Cc3ccccc3C2=O)cc1F (centres undefined),-16%,-2%,-9%
CC(C)C(=O)Nc1cccc(-c2cn3ccsc3n2)c1,-21%,-5%,-3%
OC1CCCN(Cc2c3ccccc3cc3ccccc23)C1 (centres undefined),-16%,?,-4%[0.501 µM]
COc1ccc(CCNC(=O)c2ccc3c(c2)nc2n3CCC(C)C2)cc1OC (centres undefined),?,?,-13%
COc1cc(CNC(=O)Nc2nc(C(N)Cc3ccc(C(F)(F)F)cc3)cs2)cc(OC)c1OC (centres undefined),13µM*,12µM*,/
OCc1cnc(SCc2cccc(F)c2)n1Cc1ccc(F)cc1,21µM*,?,0%
COc1cnc(-c2ccccn2)nc1Sc1ccccc1Cl,1.5µM*,1µM*,-3%
CC1CCCCN1C(=O)CSc1nnc(-c2ccco2)n1C (centres undefined),18%,28%,-5%
CCOC(=O)c1c(NC(=O)C[n+]2ccc(Cc3ccccc3)cc2)sc(C)c1C,12µM*,6.5µM*,-16%
O=C(c1ccc2ccccc2c1)c1c[nH]cc1-c1ccccc1,-24%,?,2%
Cc1ccc2c(c1)Sc1ccccc1CC2=O,-25%,?,1%
CC(C)(C)c1ccc(C(=O)NNc2cc(Cl)cc(Cl)c2)cc1,?,?,?
CC(C)(C)C1CCc2onc(C(=O)Nc3ccc(F)cc3F)c2C1 (centres undefined),-18%,-19%,0%
CC(C(=O)NCc1cccc(Cl)c1)N1C(=O)c2ccccc2C1=O (centres undefined),-26%,-9%,-1%
COC(=O)CN(c1ccc(C)c(Cl)c1)S(C)(=O)=O,16%,-21%,-3%
COc1ccc(NC(=O)CCNS(=O)(=O)c2cccc3nonc23)c(OC)c1,4%&7%,-14%&-5%,-3%&8%
O=C(NCCN1CCN(c2cccc(Cl)c2)CC1)c1ccc(CSc2nc3ccncc3[nH]2)cc1,?,?,-6%
O=C(O)c1cccc2c1C(=O)N(C1CCCCC1)C2,?,?,-8%
CCCN1CCN(CCCNC(=O)c2ccc3c(Cl)c4c(nc3c2)CCCC4)CC1,21µM*,8.2µM*,-1%
O=C(CCNC(=O)c1ccc([N+](=O)[O-])cc1)NCCCN1CCCC1=O,12%,13%,-32%
Cc1cccc(NC(=O)CN(C2=NC3CS(=O)(=O)CC3S2)c2ccccc2F)c1 (centres undefined),3%,-18%,2%
O=C(c1cnn2ccccc12)N1CCc2ccccc21,5%,?,-20%

# Already shown: entries from further up.
SMILES,TDP1 cell CPT,TDP1 cell noCPT,GCN5L2 inh
CC(C)C(=O)Nc1cccc(-c2cn3ccsc3n2)c1,-21%,-5%,-3%
OC1CCCN(Cc2c3ccccc3cc3ccccc23)C1 (centres undefined),-16%,?,-4%[0.501 µM]
COc1ccc(CCNC(=O)c2ccc3c(c2)nc2n3CCC(C)C2)cc1OC (centres undefined),?,?,-13%
COc1cc(CNC(=O)Nc2nc(C(N)Cc3ccc(C(F)(F)F)cc3)cs2)cc(OC)c1OC (centres undefined),13µM*,12µM*,/
OCc1cnc(SCc2cccc(F)c2)n1Cc1ccc(F)cc1,21µM*,?,0%
COc1cnc(-c2ccccn2)nc1Sc1ccccc1Cl,1.5µM*,1µM*,-3%
CC1CCCCN1C(=O)CSc1nnc(-c2ccco2)n1C (centres undefined),18%,28%,-5%
CCOC(=O)c1c(NC(=O)C[n+]2ccc(Cc3ccccc3)cc2)sc(C)c1C,12µM*,6.5µM*,-16%
O=C(c1ccc2ccccc2c1)c1c[nH]cc1-c1ccccc1,-24%,?,2%
Cc1ccc2c(c1)Sc1ccccc1CC2=O,-25%,?,1%
CC(C)(C)c1ccc(C(=O)NNc2cc(Cl)cc(Cl)c2)cc1,?,?,?
CC(C)(C)C1CCc2onc(C(=O)Nc3ccc(F)cc3F)c2C1 (centres undefined),-18%,-19%,0%
CC(C(=O)NCc1cccc(Cl)c1)N1C(=O)c2ccccc2C1=O (centres undefined),-26%,-9%,-1%
COC(=O)CN(c1ccc(C)c(Cl)c1)S(C)(=O)=O,16%,-21%,-3%
COc1ccc(NC(=O)CCNS(=O)(=O)c2cccc3nonc23)c(OC)c1,4%&7%,-14%&-5%,-3%&8%
O=C(NCCN1CCN(c2cccc(Cl)c2)CC1)c1ccc(CSc2nc3ccncc3[nH]2)cc1,?,?,-6%
O=C(O)c1cccc2c1C(=O)N(C1CCCCC1)C2,?,?,-8%
CCCN1CCN(CCCNC(=O)c2ccc3c(Cl)c4c(nc3c2)CCCC4)CC1,21µM*,8.2µM*,-1%

# (further entries)
SMILES,TDP1 cell CPT,TDP1 cell noCPT,GCN5L2 inh
COC(=O)Cn1cnc2sc(C)c(S(=O)(=O)N3CCN(c4ccccc4OC)CC3)c2c1=O,-12%,3%,-7%
Cc1ccc(-c2csc(NC(=O)c3ccc(F)cc3)c2C(=O)O)cc1,?,?,1%
COc1ccc(Cl)cc1C(=O)NNC(=O)CNC(=O)c1ccc(C)s1,0%,-13%,-5%
COc1ccc(CCN(Cc2cc3cccc(C)c3[nH]c2=O)C(=O)N2CCCC2)cc1OC,?,?,0%
CCn1nc(C)c(CNC(=O)c2cc(COc3cncc(Cl)c3)on2)c1C,?,?,-4%
COC(=O)[C@]1(Cc2ccccc2)N[C@H](CN(C)S(=O)(=O)c2ccc(F)cc2)[C@@H]2C(=O)N(C)C(=O)[C@@H]21,-5%,-4%,-4%
CC[C@]1(C(=O)OC)[C@H]2C(=O)N(C)C(=O)[C@H]2[C@H]2CN(C)C(=NCc3ccccc3)N21,1%,-3%,-1%
COc1ccc(-c2cc(C(=O)NCC(c3ccco3)N(C)C)c3ccccc3n2)cc1OC (centres undefined),23µM*,15µM*,-2%
COc1ccccc1-c1nnc(SCC(=O)Nc2ccc(Cl)cc2Cl)o1,-17%,-23%,-21%
Cc1cccc(C)c1-n1ncc(C(=O)NC2CCCC2)c1C1CCN(C(=O)OC(C)(C)C)CC1,?,?,-6%
CCNc1nc(N)nc(Oc2ccc(OCc3ccccc3)nn2)n1,?,-4%,-2%
O=C(NN=C1C2CC3CC(C2)CC1C3)c1cccs1,-1%,5%,2%
CCn1c(C(=O)Nc2c(C)cccc2C)cc2sc(Cl)cc21,-25%,?,-4%
CCCCCc1nc(N)c(C#N)c(-c2ccco2)c1CCCC,?,?,?
CCOc1ccccc1NC(=O)C(NC(=O)C1CCC(C)CC1)C(C)C (centres undefined),-2%,4%,1%
Cc1cccc(C)c1NC(=O)C1(C)CSCC(=O)N1CC(F)(F)F (centres undefined),-8%,-8%,/
CCOc1ccc(-c2nnn(CC(=O)N3CCCC3)n2)cc1OCC,2%,-5%,-4%
CC(=O)Nc1cccc(OCCCNC(=O)c2ccc(C(C)(C)C)cc2)c1,?,?,-22%
C=C(C)CNC(=S)N/N=C(\C)c1ccc(Cl)s1,?,16µM*,-6%
N#Cc1ccccc1-c1ccccc1C(=O)N1CCCCC1,9%,13%,-5%
CCc1nnc(NC(=O)[C@@H](NC(=O)c2cccc(S(=O)(=O)N3CCOCC3)c2)C(C)C)s1,-8%,-3%,1%
O=C1/C(=C/c2ccccn2)SC(=S)N1Cc1ccccc1,-6%,-16%,2%
Cc1cc(C)n(/N=C/c2cccc(O)c2)c(=O)c1C(N)=O,2%,0%,-4%
COc1ccc(OC)c(NS(=O)(=O)c2cccs2)c1,-6%,-27%,3%
CCN1C(=O)c2cccc3c(S(=O)(=O)N(C(=O)c4cccnc4)c4ccc(OC)cc4)ccc1c23,?,12µM*,?
CC(=O)Nc1ccc(NC(=O)COc2ccc(S(=O)(=O)NC(C)c3ccccc3)cc2)cc1 (centres undefined),-6%,?,-6%
CC[C@@H]1Cc2[nH][nH]c(=O)c2[C@@H](c2ccc(F)cc2)O1,2%,?,/
C[C@@H]1CCC[C@]2(O[C@@H](CCO)C[C@@H](O)[C@@H]2O)O1,0%,1%,/
CN(C)c1ccc(C(c2nnnn2C(C)(C)C)N2CCN(C(=O)c3ccco3)CC2)cc1 (centres undefined),13%,1%,-3%
CC(=O)Nc1cc(C(=O)NCc2ccc(F)cc2)ccc1Sc1ccc(C)cc1,?,?,-2%
COc1ccc(C(=O)Nc2cc(S(=O)(=O)N3CCCCC3)ccc2OC)cc1,-5%,6%,-15%
O=[N+]([O-])c1ccccc1-c1ccc(CN2CCN(c3ccccc3)CC2)o1,-2%,-4%,-10%
Cc1ccc(-n2ncc(C(=O)NCC3CCN(C4CCCC4)C3)c2C2CCN(C(=O)OC(C)(C)C)CC2)cc1C (centres undefined),?,-22%,-7%
c1ccc(-c2cn(-c3ccccc3)c3ncnc(N4CCN(c5ccccc5)CC4)c23)cc1,?,?,16%
Cc1cc([N+](=O)[O-])ccc1N(C)C,20%,8%,-1%
O=C(NCCc1ccccn1)c1nc(Cn2ccc([N+](=O)[O-])n2)no1,1%,-4%,-1%
COc1ccc(C(=O)COc2ccc(C(C)=O)cc2OC)cc1OC,?,?,/
Nc1nonc1-n1nnc(C(=O)N/N=C/c2ccccc2F)c1CN1CCOCC1,5%,12%,/
Cc1ccc(F)cc1NC(=O)CCOc1ccccc1,4%,-2%,0%
CCn1nnnc1SCC(=O)Nc1cccc(NC(C)=O)c1,-22%,-17%,-1%
Cc1ccc(OCc2nnc(SCC(=O)Nc3ccccc3C(C)C)o2)cc1,-27%,-30%,-3%
CC(C)(C)c1ccc2c(c1)OCC(C(=O)O)O2 (centres undefined),-5%,-3%,3%
CC(C)c1ccc(Nc2nc(N3CCOCC3)nc(N3CCOCC3)n2)cc1,18µM*,18µM*,/
CS(=O)(=O)c1ccc(Cl)c(NC(=O)COC(=O)CNC(=O)c2ccc(Br)o2)c1,-8%,2%,4%
O=C(NCc1cccnc1)c1cc(C2CCCCN2C(=O)OCCF)on1 (centres undefined),6%,-10%,/
CCOC(=O)C1=C(C)Nc2ncnn2C1c1ccccc1F (centres undefined),-15%,?,-1%
Cc1cnn(-c2ccc3nnc(-c4ccc(Br)cc4)n3n2)c1,-15%,-22%,0%
NC[C@H]1O[C@@H](n2ccc(N)nc2=O)[C@H](O)[C@@H]1O,?,?,/
CC1=CCC2C(=O)N(c3cc(C)on3)C(=O)C2C1 (centres undefined),2%,1%,-7%
O=C(c1cc(Br)c[nH]1)N1CCSCC1,6%,10%,-15%
CC1=C(C(=O)N2CCCCCC2)CC(CC(=O)NC2CCCCC2)C(=O)N1Cc1ccc(C(C)(C)C)cc1 (centres undefined),15µM*,21µM*,/
O=[N+]([O-])c1ccccc1Nc1cccc(F)c1,-17%,-4%,/
Cc1ccc(C)c(NC(=O)c2ccc3c(c2)CCN3S(=O)(=O)c2ccccc2)c1,?,?,-9%
Cc1cc2oc(=O)c(CC(=O)O)c(C)c2c2occ(C(C)(C)C)c12,-2%,-19%,-12%
O=C(N/N=C/c1ccc(-c2ccc([N+](=O)[O-])cc2)o1)c1cccnc1,1%,-22%,-6%
COc1ccc(NC(=O)C(CC(=O)O)Cc2ccccc2)cc1 (centres undefined),-12%,1%,2%
O=C(CSc1ncn[nH]1)c1ccc(OC(F)F)cc1,7%,1%,-14%
Cc1ccc(CCNC(=O)C2CCN(S(=O)(=O)c3ccc4c(c3)NC(=O)C(C)S4)CC2)cc1 (centres undefined),?,18µM*,3%
CC[C@H](C)C(C(=O)N1CCN(C(=O)OC(C)(C)C)CC1)n1cc(C(CC(C)C)NC(=O)OC(C)(C)C)nn1 (some centres undefined),23µM*,?,-13%
Cc1ccc(-n2c(-c3ccc(Br)cc3)n[nH]c2=S)c(C)c1,-23%,?,/

# Further records follow:
SMILES,TDP1 cell CPT,TDP1 cell noCPT,GCN5L2 inh
Cc1nc(-c2ccccc2)sc1C1(C)CC(c2ccc(C#N)cc2)=NO1 (centres undefined),0%,-18%,3%
CC(CCc1ccccc1)NC(=O)CSc1nccc(=O)[nH]1 (centres undefined),0%,-5%,-1%
COc1ccc(-c2nc3cnc(OC)nc3n(Cc3ccc(F)cc3)c2=O)cc1,3%,-15%,-24%
Cc1ccc(S(=O)(=O)N2CCN(CC(=O)N/N=C\c3ccccn3)CC2)cc1,-10%,8%,-6%
CCOc1ccccc1N(C(=O)Nc1cccc(Cl)c1)C1=NC(C)CS1 (centres undefined),0%,-26%,1%

# These rows are one share of the data; rates above refer to the full screens.
